XIAP displacement = small molecules displacing peptide from XIAP – biochemical, IAP family, fluorescence polarization (AID 1018); XIAP BIR domain, fluorescence polarization peptide displacement; higher % means a stronger effect; displacement, % at 20 µM; hits with a dose series show IC50 in µM; hit rate 0.007% among 200,000; in the data active means displacement above about 50%; further: a part of the inactive calls stands beside numbers as strong as those of hits
Lipid droplet = hepatic lipid droplet formation modulation; inhibition, % at 6.5 µM; AML12 mouse hepatocytes, oleate lipid droplets, BODIPY imaging; AID 1656; hit rate 0.4% among 240,000;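 active means lipid droplet intensity inhibited by at least 50%, with more than 500 cells counted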
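Test system: AML12 hepatocytes (mouse); reagent: oleate loading, 100 µM; dosing: one dose, 6.5 µM compound; incubation: overnight exposure; signal: fluorescence imaging, 20x objective, two fields per well; read-out basis: % inhibition of corrected integrated BODIPY droplet signal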
HEK293 NOD2/NF-kB = NOD2 signaling inhibitors, cell-based, luminescence, uHTS, HEK293 (AID 1566); inhibition, % at 4 µM; hits with a dose series show EC50 in µM; hit rate 0.63% among 290,000; HEK293 NOD2/NF-kB luciferase reporter, luminescence; higher % means a stronger effect; further: many of its hits are not listed in these tables
AID2073 = disruptors of CaV2.2 binding to Mint1 – biochemical, HTRF (AID 2073); HTRF protein-protein interaction, Mint1-CaV2.2; higher % means a stronger effect; inhibition, % at 20 µM; hits with a dose series show IC50 in µM; hit rate 0.19% among 290,000; in the data active means inhibition mostly above about 51%, no sharp cut-off; further: some results filed as inactive read as strong as hits
M1AAP inhibition = malaria alanyl aminopeptidase activity blockers – biochemical, fluorogenic H-Leu-NHMec substrate, 1536-well (AID 1445). recombinant M1AAP, H-Leu-NHMec fluorogenic kinetic assay; higher % means a stronger effect. hit rate 0.42% among 220,000. one-dose inhibition, % at 30 µM; IC50 in µM for titrated hits;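 active means primary inhibition above the hit cutoff, then over 50% inhibition at one or more dose response concentrations, cut at about 23% in these data, passing the limit was not always enough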;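 further: plate controls were DMSO full reaction for no effect and no enzyme background for full effect; strong numbers were not always called active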
LYP inhibition = PTPN22 lymphoid phosphatase activity blockers – biochemical, fluorescence intensity, uHTS (AID 1779) | inhibition, % at 11.5 µM; hits with a dose series show IC50 in µM | recombinant LYP phosphatase, fluorescence intensity; higher % means a stronger effect | hit rate 0.054% among 290,000;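 further: plate controls were vehicle with enzyme for no effect and no enzyme for full effect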
Siah-1 displacement = Siah-1 peptide-binding antagonists, primary screen, biochemical, fluorescence polarization, rhodamine-plectin, uHTS (AID 1817). hit rate 0.02% among 290,000. displacement, % at 20 µM; hits with a dose series show IC50 in µM. Siah-1 / rhodamine-plectin peptide fluorescence polarization; higher % means a stronger effect;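 active means displacement of at least 50% at 20 µM, with a fluorescence ratio check between 0.3 and a set limit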;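 further: plate controls were Siah plus tracer with DMSO for no effect and tracer alone without Siah for full effect; strong numbers were not always called active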
CSM14.1 death rescue = protection against thapsigargin-triggered cell killing – 384-well, CSM14.1, ATP luminescence, primary screen (AID 1222) | cellular ATP content (survival), % at 20 µM; hits with a dose series show EC50 in µM | CSM14.1 thapsigargin-induced death rescue, ATP luminescence; higher % means a stronger effect | 190,000 tested, under 10 active;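 active means EC50 below 50 µM in the dose-response confirmation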;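 further: death triggered by thapsigargin at about 15 µM added after 2 h compound pretreatment; cell ATP read after overnight thapsigargin exposure of roughly 18 to 22 hours; normalized against plate controls of thapsigargin alone and 5% DMSO vehicle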
P. falciparum M17LAP = P. falciparum M17LAP inhibitors, primary screen, biochemical, fluorogenic H-Leu-NHMec substrate, 1536-well (AID 1619); inhibition, % at 30 µM, or IC50 in µM where a hit was titrated; recombinant M17LAP, H-Leu-NHMec fluorogenic kinetic assay; higher % means a stronger effect; hit rate 0.38% among 220,000;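 active means compound inhibiting the enzyme by more than half at any dose during confirmatory dose-response retesting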;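 further: plate controls were full reaction with DMSO carrier for no effect and no enzyme background for full effect; strong numbers were not always called active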
Lipid droplet cells 6.5 µM = further read-out of Lipid droplet, marked with its call; cell count; measured here: cell count, cytotoxicity flag;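 cells counted across two imaged fields per well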
Numbers without * were called inactive; · = not tested or not shown. Unless noted, no stated cut-off is given here; in the data, active means inhibition above about 50%; inactive means the rest. This is a subset; the hit share may differ from the screen's.

SMILES	XIAP displacement	Lipid droplet	Lipid droplet cells 6.5 µM	HEK293 NOD2/NF-kB	AID2073	M1AAP inhibition	LYP inhibition	Siah-1 displacement	CSM14.1 death rescue	P. falciparum M17LAP
CCc1ccc(CN2CCC(n3nccc3NC(=O)Cc3ccccc3)CC2)o1	·	-22	705	10%	1%	·	-6%	3%	·	·
CC(C)(C)C(=O)NN=C1CCC(c2ccccc2)CC1 (stereo unspecified)	·	7	873	-10%	9%	·	-6%	-4%	·	·
CC(Oc1ccc2oc(-c3ccccc3)c(C(=O)O)c2c1)C(=O)O (stereo unspecified)	-1.6%	-1	624	-2%	19%	7%	-8%	1%	-2.5%	-11%
NC1=NC(=O)/C(=C/c2cn(Cc3ccccc3)c3ccccc23)S1	-5.0%	6	623	-9%	1%	6%	-10%	-9%	-3.1%	0%
CNc1c(N)c(=O)oc2ccccc12	-7.9%	24	745	-5%	-13%	2%	-5%	-3%	-1.9%	-5%
CCCN1CCN(CCCNC(=O)Cn2cc3c(n2)CCCC3)CC1	-2.8%	1	620	6%	6%	-2%	-2%	-3%	-1.5%	-4%
CCOc1cc(NC(=S)NCc2ccccc2)c(OCC)cc1NC(=O)C(C)C	·	47	832	-46%	5%	·	-3%	-1%	·	·
CCOC(=O)c1sc(NC(=O)CSc2nccc(C)n2)c(C#N)c1C	-2.1%	2	751	5%	3%	-3%	3%	4%	-1.4%	3%
CC(C)c1nc(SCC(=O)NC2CCCC2)c2c(=O)n(C)c(=O)n(C)c2n1	·	-33	700	12%	17%	·	-14%	4%	·	·
COc1ccc(C(=O)NC(=S)N2CCCCC2)cc1	-5.3%	-19	814	2%	-30%	-1%	-6%	-3%	-4.6%	17%
Cc1ccc(NC(=O)c2ccc(S(=O)(=O)NCc3cccnc3)cc2)cc1C	·	-6	753	6%	15%	·	-7%	12%	·	·
COc1ccc(C(=O)NCCCCNC(=O)c2ccc(OC)c(OC)c2)cc1OC	·	-1	801	14%	1%	·	-10%	3%	·	·
CCOC(=O)c1c(NC(=O)CN2CCN(C(=O)c3ccco3)CC2)sc2c1CCCC2	-1.7%	20	735	5%	39%	8%	9%	0%	1.6%	2%
O=C(NCc1cccnc1)c1ccccc1[N+](=O)[O-]	-3.6%	-1	514	0%	1%	4%	-2%	-2%	-0.9%	-6%
Cc1ccc(Cc2cnc(N)s2)o1	-3.6%	·	·	-14%	-6%	8%	-2%	-9%	-1.4%	-8%
CC(C)(C)c1ccc(C(=O)Nc2cccc([N+](=O)[O-])c2)cc1	-0.8%	-9	736	3%	3%	-2%	4%	-1%	-4.5%	6%
CCN(CC)c1ccc(/C=N/n2c(C)cc(C)cc2=O)cc1	-2.3%	·	·	2%	-4%	-9%	-4%	-1%	-2.0%	-3%
CCOc1cc(C2C(C#N)=C(N)Oc3cc(N)ccc32)ccc1O (stereo unspecified)	·	1	824	-23%	-7%	·	-1%	-5%	·	·
O=C(c1ccco1)N1CCN(Cc2nnc(-c3ccccc3F)o2)CC1	·	-2	828	-2%	-1%	·	-7%	-1%	·	·
NC(=O)c1ccc(NC(=O)COC(=O)c2ccc([N+](=O)[O-])cc2)cc1	·	6	725	11%	8%	11%	-6%	-3%	·	0%
COc1ccc(/C=C2\N=C3CCCN3C2=O)cc1	·	47	634	-37%	-9%	9%	-6%	2%	·	4%
Cc1cc(OC(C)C(=O)NCCCN2CCOCC2)c2c(C)c(C)c(=O)oc2c1 (stereo unspecified)	·	4	727	0%	15%	·	-8%	0%	·	·
CN1CCCC(C(=O)C(C#N)c2ccccc2)C1 (stereo unspecified)	-5.9%	-1	793	4%	0%	-7%	-13%	-3%	-0.8%	-4%
COc1ccccc1CC(=O)Nc1ccc(S(=O)(=O)N2CCOCC2)cc1	·	20	774	-7%	-13%	·	-4%	0%	·	·
COCC(=O)N(C)c1nnc(-c2ccc([N+](=O)[O-])cc2)s1	-1.3%	·	·	-16%	22%	1%	-6%	0%	-0.5%	4%
CC(C)(C)c1cnnn1-c1ccc(NC(=O)c2ccc3c(c2)OCO3)cc1	-8.8%	-16	663	11%	1%	7%	2%	-5%	-1.0%	8%
O=C(COc1ccc(Br)cc1Cl)NC(=O)Nc1ccc2c(c1)OCCO2	-9.0%	16	666	-23%	16%	1%	-10%	2%	-1.7%	-3%
Cc1ccc(-c2nc(NC(=O)c3cc(C(C)(C)C)nn3C)sc2C)cc1Cl	·	·	·	4%	14%	7%	2%	0%	·	1%
CCCCNC(=O)COCc1cc(-c2ccc3c(c2)OCO3)on1	·	·	·	-47%	11%	·	-4%	3%	·	·
Cc1ccc2c(CC(=O)OC(C)C(=O)NCc3ccc4c(c3)OCO4)coc2c1 (stereo unspecified)	-23%	·	·	7%	1%	19%	-1%	-2%	0.0%	10%
CC(=O)Nc1ccc(S(=O)(=O)NCc2nc(-c3ccccc3)no2)cc1	·	4	693	-13%	13%	·	-5%	5%	·	·
CS(=O)(=O)N(CC(=O)NC1CC2CCC1C2)c1cccc(C(F)(F)F)c1 (stereo unspecified)	-5.5%	3	722	-7%	1%	6%	4%	-8%	0.9%	5%
O=C(CN1CCOCC1)N/N=C/c1cccc2ccccc12	·	5	815	-3%	9%	·	-6%	10%	·	·
CCOc1cc2nc(-c3ccc(OC)c(OC)c3)nc(N3CCOCC3)c2cc1OC	-6.0%	·	·	-7%	7%	10%	-2%	-4%	-1.2%	7%
Cc1ccc(-c2c(C(=O)N/N=C/c3sccc3C)nnn2-c2nonc2N)cc1	·	-1	658	13%	6%	·	-2%	-5%	·	·
CC(=O)c1c(C)nc(-c2cccc([N+](=O)[O-])c2)n1O	-3.9%	10	607	-2%	10%	10%	-8%	7%	1.5%	1%
COC(=O)c1c(NC(=O)C2c3ccccc3Oc3ccccc32)sc(C)c1C	-2.7%	·	·	-16%	5%	3%	0%	0%	-1.8%	1%
Cc1ccc(S(=O)(=O)N2CCCC2CO)cc1 (stereo unspecified)	-1.4%	·	·	10%	-4%	-3%	-10%	-2%	1.6%	2%
Cc1cccc2cc(CN(C(=O)c3cnccn3)C3CCCCC3)c(Cl)nc12	-6.4%	0	640	-2%	-2%	6%	3%	3%	4.6%	-17%
Cc1cccc(N2C(S)=C(C#N)C(=O)NC23CCCCC3)c1	-7.2%	-9	544	9%	23%	-4%	-2%	5%	-0.2%	-6%
Cc1onc(-c2ccccc2)c1C(=O)N1CCN(c2ccccc2)CC1	·	-2	758	11%	12%	·	-3%	-1%	·	·
CCOc1ccc(OC(=O)c2cccnc2)cc1	0.7%	·	·	26%	29%	1%	-4%	-5%	0.3%	11%
O=C(Nc1ccc2c(c1)C(=O)N(CC1CCCO1)C2=O)c1cccc(Br)c1 (stereo unspecified)	-1.5%	-2	762	10%	12%	7%	-1%	2%	-0.9%	-2%
CC(C)Oc1ccc(CCNC(=O)C2CCC(=O)N(C3CCCCCC3)C2)cc1 (stereo unspecified)	·	-2	720	-9%	0%	·	-11%	7%	·	·
CCOc1ccccc1N1CCN(C(=O)CNC(=O)c2ccccc2F)CC1	·	1	780	14%	6%	·	-7%	-2%	·	·
Cc1nn(-c2ccc(C(=O)O)cc2)c(C)c1Cl	-4.3%	-4	644	12%	9%	5%	-6%	20%	0.1%	-4%
Cc1ccc(CNC(=O)c2ccc3c(=O)n4c(-c5ccc(C)cc5)csc4nc3c2)cc1	·	26	620	10%	22%	9%	-9%	3%	·	5%
FC(F)(F)c1cnc(N2CCN(C(=S)NCc3ccccc3)CC2)c(Cl)c1	·	-6	693	6%	1%	-3%	-4%	2%	·	-2%
Cc1cccc(C)c1NC(=S)N/N=C1\CC2CC=CC12 (stereo unspecified)	-2.6%	-22	703	16%	14%	0%	-6%	5%	2.8%	-2%
Cc1cccc(NC(=O)Cn2c(=O)oc3ccccc32)c1	-0.6%	·	·	-10%	-2%	7%	7%	1%	3.1%	10%
C/C(CC(=O)Nc1ccc2c(c1)OCCO2)=N\NC(=O)c1ccc([N+](=O)[O-])cc1Cl	·	18	762	-14%	1%	·	1%	0%	·	·
C/C(=N\NC(=O)c1ccc(NS(=O)(=O)c2cccs2)cc1)c1ccc(Cl)cc1	-3.2%	0	631	8%	9%	10%	-4%	6%	-0.6%	15%
CCc1ccc(/C=N\n2cnnc2)cc1	·	10	730	10%	10%	-3%	-10%	-2%	·	0%
CCCNC(=O)Nc1nc2ccccc2s1	·	25	675	-88%	0%	-2%	-3%	-2%	·	-3%
CC(C)[C@H](N)C(=O)NC[C@H](CC(=O)NC[C@H]1CC[C@H](C(=O)O)CC1)c1ccc(Cl)cc1	·	·	·	-12%	0%	·	1%	3%	·	·
NC(N)=N/N=C/c1ccc(Br)cc1	-6.9%	12	742	10%	-3%	4%	-7%	-3%	-2.5%	-12%
CC(C)c1ccc(NS(=O)(=O)c2cccc3cccnc23)cc1	·	-3	802	34%	11%	·	-4%	-2%	·	·
CNc1nccc(-c2ccc(F)cc2)c1C#N	-6.1%	0	661	-18%	22%	3%	-4%	-10%	·	-14%
O=C(CN1CCN(C(=O)c2ccccc2)CC1)Nc1ccccc1	·	-2	827	-14%	1%	·	-6%	-4%	·	·
S=c1[nH]c2cc(-c3ccccc3)ccc2o1	·	-6	811	-31%	-12%	5%	5%	-2%	·	12%

Of the compounds above, two contain an aryl thioether with sulfur outside any ring:
SMILES	XIAP displacement	Lipid droplet	Lipid droplet cells 6.5 µM	HEK293 NOD2/NF-kB	AID2073	M1AAP inhibition	LYP inhibition	Siah-1 displacement	CSM14.1 death rescue	P. falciparum M17LAP
CCOC(=O)c1sc(NC(=O)CSc2nccc(C)n2)c(C#N)c1C	-2.1%	2	751	5%	3%	-3%	3%	4%	-1.4%	3%
CC(C)c1nc(SCC(=O)NC2CCCC2)c2c(=O)n(C)c(=O)n(C)c2n1	·	-33	700	12%	17%	·	-14%	4%	·	·

(list continues)
SMILES	XIAP displacement	Lipid droplet	Lipid droplet cells 6.5 µM	HEK293 NOD2/NF-kB	AID2073	M1AAP inhibition	LYP inhibition	Siah-1 displacement	CSM14.1 death rescue	P. falciparum M17LAP
O=[N+]([O-])c1ccc(C2=Nc3cc(Cl)ccc3OC2)cc1	-3.2%	9	634	-29%	10%	4%	-1%	0%	-1.3%	2%
c1ccc(CN2C3=NCCCN3c3ccccc32)cc1	0.4%	2	752	-12%	8%	7%	2%	-4%	-2.3%	3%
CC(C)n1c(SCC(N)=O)nc2c1c(=O)[nH]c(=O)n2C	-4.4%	·	·	-4%	3%	-2%	-1%	-3%	-0.9%	10%
CC1CCc2nc(NC(=O)CN3CCN(c4ccccc4)CC3)sc2C1 (stereo unspecified)	-3.1%	2	730	13%	-4%	8%	-1%	-1%	-1.3%	12%
Cc1ccc(Nc2nnc(SCC(=O)NC3CCCc4ccccc43)s2)cc1 (stereo unspecified)	-11%	2	616	11%	-9%	21%	1%	6%	4.8%	7%
COc1ccc(CNC(=O)C2CCN(C(=O)c3ccccc3)CC2)cc1	·	-4	666	2%	-5%	·	2%	0%	·	·
